Source: PubChem BioAssay (several laboratories)
Wee1 stabilizer = inhibitors of human Wee1 degradation; P30291; HeLa Luc-Wee1K328M stability, luciferase luminescence; 100% = proteasome inhibitor MG132 effect; reporter increase, % at 5 µM; 220,000 tested, 1.2% active;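 active means activation above the mean of all tested compounds plus 3 SD, set per screening run, cut at about 8.8% in these data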;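 further: cells exposed to compound for 20 h before luminescence read; 0% = DMSO alone and 100% = MG132 at 30 µM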
Target sequence (P30291 whole entry K328M): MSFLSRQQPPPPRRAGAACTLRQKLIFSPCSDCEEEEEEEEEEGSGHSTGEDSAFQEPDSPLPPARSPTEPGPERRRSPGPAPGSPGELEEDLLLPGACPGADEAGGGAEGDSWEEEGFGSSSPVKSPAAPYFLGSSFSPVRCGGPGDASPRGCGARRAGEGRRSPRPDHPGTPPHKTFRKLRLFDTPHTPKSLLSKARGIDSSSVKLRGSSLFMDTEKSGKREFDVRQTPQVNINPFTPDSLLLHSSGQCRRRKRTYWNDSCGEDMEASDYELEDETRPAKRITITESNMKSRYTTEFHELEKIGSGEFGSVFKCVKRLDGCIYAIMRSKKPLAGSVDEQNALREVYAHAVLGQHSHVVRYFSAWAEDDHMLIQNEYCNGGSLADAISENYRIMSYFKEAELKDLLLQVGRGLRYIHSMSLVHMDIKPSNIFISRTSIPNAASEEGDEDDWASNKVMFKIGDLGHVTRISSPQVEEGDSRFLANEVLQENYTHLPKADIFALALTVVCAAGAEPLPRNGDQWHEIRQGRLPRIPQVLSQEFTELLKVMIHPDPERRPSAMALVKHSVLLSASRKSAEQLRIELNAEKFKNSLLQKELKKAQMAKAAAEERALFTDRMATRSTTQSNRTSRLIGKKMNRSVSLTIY
TNF necrop inh = blocks TNF-alpha induced death of Jurkat FADD-/- cells. Jurkat FADD-/- TNF necroptosis rescue, ATP luminescence, 24 h; 0 = TNF only, 100 = no-TNF cells. activation (protection from cell death), % at 10 µM. 220,000 tested, 0.068% active;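 active means activation, meaning protection from cell death, of at least 50% relative to plate controls; inactive means activation below 50%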;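 further: necroptosis triggered by 40 ng/mL TNF-alpha added together with compound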
BaF3 tox = counter-screen for JAK2V617F inhibitors: parental Ba/F3 viability inhibitors. CellTiter-Glo ATP luminescence. inhibition, % at 5.6 µM. 220,000 tested, 1.1% active. AID 1486;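 active means inhibition above a per-campaign cutoff, the mean inhibition of all tested compounds plus 3 SD, cut at about 27% in these data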;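 further: 0% = DMSO wells and 100% = JAK Inhibitor I control wells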
TRPML3 ag = human mucolipin-3 channel agonism. HEK293 TRPML3-YFP, Fluo-8 calcium fluorescence; 100% = the carbachol control signal. Q8TDD5. activation, % at 3 µM. 220,000 tested, 0.29% active;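 active means activation above its plate's cutoff, the mean activation of the plate's test wells plus 3 SD, cut at about 12% in these data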;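 further: 0% = DMSO only wells and 100% = carbachol wells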
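system = HEK293 cells stably carrying human TRPML3-YFP | doses = one concentration, 3 µM nominal, 0.3% DMSO | timing = dye loading 1 h 37 °C then 30 min ambient, 125 s read | detection = Fluo-8 calcium dye fluorescence, ex 470-495, em 515-575 nm | benchmarks = high control carbachol 87 µM, low control DMSO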
CHOP inhibitor = inhibitors of CHOP induction in ER stress response | inhibition, % at 10 µM | CHO-K1 CHOP-promoter luciferase, tunicamycin-induced, 15-18 h | 220,000 tested, 3.8% active;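 active means compounds that reduced the stress-induced luciferase reporter signal by more than about 70% of percent inhibition, limit read from the data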;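 further: 0% = tunicamycin plus vehicle and 100% = wells without tunicamycin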
RBBP9 inhibitor = inhibitors of human serine hydrolase RBBP9. inhibition, % at 7.94 µM. 220,000 tested, 0.2% active. recombinant RBBP9, FP-Rh probe fluorescence polarization. AID 1515;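 active means inhibition above the campaign mean of all tested compounds plus 3 SD, cut at about 14% in these data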;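 further: plate controls were DMSO wells with RBBP9 for no effect and wells lacking RBBP9 protein for full effect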
Target sequence (O75884 whole entry, looked up): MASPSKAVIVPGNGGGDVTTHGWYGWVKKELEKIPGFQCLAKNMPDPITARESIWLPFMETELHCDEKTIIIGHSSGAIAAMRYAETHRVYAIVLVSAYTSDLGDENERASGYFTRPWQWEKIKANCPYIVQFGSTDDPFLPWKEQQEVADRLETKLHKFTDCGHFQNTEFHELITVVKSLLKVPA
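system = RBBP9 protein | input = RBBP9 at 2.5 µM in dispensed solution, before mixing | measured by = fluorescence polarization (mP), excitation 525 nm, emission 598 nm | incubation = enzyme-compound preincubation 30 min, then probe labeling 45 min, 25 °C | buffer or medium = Tris-NaCl-Pluronic buffer, pH 8.0 | compound = single dose 7.94 µM | also added = FP-Rh probe, 375 nM dispensing solution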
Ba/F3 V617F tox = lowers viability of Ba/F3 cells expressing EpoR and JAK2V617F; ATP luminescence; inhibition, % at 5.6 µM; 220,000 tested, 1.1% active;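 active means inhibition above the campaign mean plus 3 SD over all tested compounds, cut at about 24% in these data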;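 further: cytokine-independent growth of Ba/F3 cells driven by EpoR plus mutant JAK2; 0% = DMSO-treated cells and 100% = JAK inhibitor I control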
zfTRPN1 agonist = agonists of zebrafish TRPN1 channel; HEK293 zebrafish TRPN1-YFP, Fluo-8 calcium fluorescence; 100% = response to 87 µM carbachol; activation, % at 3 µM; 220,000 tested, 0.18% active;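 active means activation above its plate's cutoff, the mean activation of test wells on that plate plus 3 SD, cut at about 19% in these data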;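 further: 0% = DMSO alone and 100% = 87 µM carbachol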
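Material: zebrafish TRPN1-YFP in HEK293 cells; Doses: single test compound dose, 3 µM nominal, 0.3% DMSO; Timing: dye loading 1 h at 37 °C, then 30 min room temperature; Technique: intracellular calcium fluorescence with Fluo-8; Benchmarks: high carbachol 87 µM, low DMSO alone.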
PPC-1+TRAIL kill = PPC-1 cancer cell killing with TRAIL present. PPC-1 cells + TRAIL, ATPLite viability luminescence. cell killing (% activity), % at 4 µM. 220,000 tested, 0.41% active. AID 1443;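 active means cell killing above 50% in the first pass at 4 µM, then a duplicate retest at 5 µM averaging 50% or more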;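 further: plate controls were cells with TRAIL plus DMSO for no effect and medium-only wells lacking cells for full effect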
Starred values were filed as active, the others as inactive.

Second line of a record: Wee1 stabilizer | TNF necrop inh | BaF3 tox | TRPML3 ag | CHOP inhibitor | RBBP9 inhibitor | Ba/F3 V617F tox | zfTRPN1 agonist | PPC-1+TRAIL kill
(1) O=C(NCCC1=CCCCC1)C1CCCN(S(=O)(=O)c2cnc[nH]2)C1 (stereo not given)
  0 | 1.1 | 5 | 0.2 | 4 | -3 | -2 | -0.1 | 35
(2) c1ccc(CSc2nnc(-c3c[nH]c4ccccc34)o2)cc1
  -2 | -1.0 | 2 | -0.4 | 66 | -3 | -5 | -0.3 | 9
(3) O=C(O)c1cc2c(N3CCC(Cc4ccccc4)CC3)ncnc2s1
  5 | 0.5 | 7 | 0.6 | -3 | 1 | 1 | 0.9 | 25
(4) CCOc1ccc(C(C(=O)NC2CCCC2)N(Cc2ccccc2)C(=O)c2nsc(Cl)c2Cl)cc1 (stereo not given)
  -1 | -3.2 | 1 | 0.9 | 46 | 3 | -2 | 0.2 | 5
(5) COc1ccc(OCC2CNC(=O)O2)cc1 (stereo not given)
  -1 | 1.4 | 1 | 1.1 | -34 | -11 | 2 | 0.5 | 11
(6) O=C1NC(=Nc2ccc(F)cc2)SC1Cc1ccc(F)cc1 (stereo not given)
  3 | 45 | 1 | -0.9 | 14 | -7 | -1 | -0.9 | 16
(7) O=C(O)c1ccc2cc[nH]c2c1
  -1 | -0.5 | 1 | 0.9 | -10 | -12 | 4 | 0.6 | 7
(8) CCCC(C)C(=O)NCc1ccccc1OC (stereo not given)
  -3 | 2.1 | 3 | 0.7 | -9 | -13 | 3 | 1.1 | 5
(9) CC(=O)c1cccc(NC(=O)CCNS(=O)(=O)c2cccc(C(C)=O)c2)c1
  0 | 1.4 | 3 | 0.1 | 17 | -14 | 2 | 1.3 | 1
(10) CC(C)(C)NC(=O)C(c1c[nH]c2ccccc12)N(C(=O)Cn1nnc(-c2ccc(F)cc2)n1)c1cccc(O)c1 (stereo not given)
  -2 | 1.7 | 2 | 0.1 | 37 | -15 | -4 | -0.7 | 0
(11) O=C(Cn1c(=S)[nH]c2ccccc21)c1ccccc1
  -1 | 0.5 | 5 | 0.1 | 5 | -6 | -3 | -1.1 | 25
(12) COc1ccccc1N1CCN(/N=C/C(Cl)=C/c2ccccc2)CC1
  1 | 1.2 | -3 | 0.1 | 39 | -13 | 2 | -0.9 | -4
(13) O=C(c1ccc(N2CCC3(CC2)OCCO3)c([N+](=O)[O-])c1)N1CCOCC1
  -2 | 0.5 | 7 | 0.8 | 11 | -4 | -2 | 1.1 | -3
(14) Cn1ncc2c(Nc3ccccc3Cl)nc(Cl)nc21
  0 | -6.0 | -1 | 0.7 | 9 | -4 | 2 | 0.5 | 20
(15) O=C(Nc1cccn2ncnc12)C(Cl)Cl
  -2 | 0.1 | -4 | 0.0 | 18 | -7 | -6 | -1.3 | -8
(16) CC(Oc1ccc(C(=O)NCCc2ccccc2)cc1)C(=O)O (stereo not given)
  0 | 0.3 | 5 | 0.8 | 21 | 5 | 0 | 0.2 | 14
(17) Cc1cccc(NC(=S)NC(=O)/C=C/c2ccco2)c1
  6 | -5.4 | 78* | 0.1 | 32 | -2 | 72* | 0.8 | -17
(18) C=CCNC(=O)c1onc(CSc2ccccc2C)c1C(=O)O
  0 | -0.8 | 3 | 0.8 | -13 | -3 | -1 | 1.1 | 19
(19) Cn1cc(C(=O)N/N=C/c2ccc3c(c2)OCO3)c2ccccc21
  3 | -13 | 19 | -0.9 | -10 | -1 | 48* | 0.5 | 27
(20) COc1ccc(C/C(N)=N/OC(C)=O)cc1OC
  -1 | 0.4 | 6 | 1.0 | 20 | -13 | 2 | 1.3 | 28
(21) CC(C)(C)NC(=O)C(=O)NN=C1CCCCCCC1
  3 | 2.5 | -1 | 0.9 | 37 | 1 | -1 | 2.8 | 3
(22) COc1ccc(Nc2c3c(nc4c(-c5ccccc5)c(C)nn24)CCC3)cc1
  1 | 3.3 | 3 | 0.8 | 19 | -4 | -1 | 0.0 | 25
(23) COC(=O)c1cc(Br)c(=O)n(-c2ccccn2)c1
  0 | 0.4 | 8 | 0.8 | 16 | -3 | -3 | 1.1 | -6
(24) O=C(NCc1ccc2c(c1)OCO2)C(=O)NCC1CCCO1 (stereo not given)
  1 | -0.6 | 10 | 0.8 | -7 | -2 | 6 | -0.3 | 11
(25) COc1ccc(OCC(=O)Nc2cccc(-c3nc4ccccc4o3)c2)cc1
  5 | -1.7 | 2 | -0.6 | 75* | -14 | 3 | 0.7 | 42
(26) O=C(Cn1c(=O)sc2ccccc21)N1CCOCC1
  5 | -0.3 | 10 | 0.3 | -35 | -7 | -3 | 0.5 | 19
(27) CC(C)[C@H](NC(=O)c1ccco1)C(=O)OCC(=O)c1ccc2c(c1)NC(=O)CO2
  3 | -1.3 | 0 | 0.9 | 4 | -7 | 2 | 0.9 | 29
(28) COc1ccc(NC(=O)Cc2cccc(F)c2)cc1S(=O)(=O)Nc1ccccc1Cl
  -1 | 2.0 | -1 | 0.9 | -4 | 5 | -5 | 3.0 | 7
(29) Cc1ccn2cc(C34CC5CC(CC(C5)C3)C4)nc2c1
  1 | 1.6 | 2 | 0.3 | -32 | -5 | -3 | -1.8 | -1
(30) Cc1ccc(C(=O)N/C(=C/c2cccs2)C(=O)NCCc2c[nH]c3ccccc23)cc1
  2 | 0.8 | 10 | -0.8 | -10 | -6 | -1 | -2.0 | 4
(31) COc1ccc(CCNC(=O)CN(CCc2ccccc2)S(C)(=O)=O)cc1OC
  2 | -0.1 | 3 | 0.7 | 3 | -9 | -2 | 0.1 | -12
(32) O=C(COc1ccc(/C=N/NC(=O)c2ccc(O)cc2)cc1)Nc1ccc([N+](=O)[O-])cc1
  -3 | 1.6 | 8 | 0.9 | 0 | -7 | 1 | 0.9 | 7
(33) COC(=O)c1ccc2ccn(CC(=O)NC3CCCCC3)c2c1
  -2 | 1.9 | 6 | 0.3 | 25 | -1 | -2 | 1.7 | 21
(34) CCN1CCN(C(=O)c2cc3c(-c4ccc(Cl)cc4)nn(C)c3s2)CC1
  -1 | 2.1 | 7 | 0.2 | 11 | 1 | 4 | 1.5 | -15
(35) COc1ccc(-c2noc(CSc3nc(N)c(-c4ccccc4)c(=O)[nH]3)n2)cc1
  0 | -2.2 | 2 | -0.1 | 2 | -4 | -2 | 1.4 | 32
(36) O=C(OCCN1CCCC1=O)c1cncc(Br)c1
  -1 | -0.6 | 5 | 0.6 | 27 | 0 | 3 | -0.2 | -12
(37) CCCC(=O)N1CCN(c2ccc(NC(=O)c3sc4ccccc4c3Cl)cc2)CC1
  2 | -1.4 | 9 | 0.7 | -23 | -3 | -3 | 0.0 | 12
(38) Cc1ccc(S(=O)(=O)N(C)C)cc1NC(=O)C1CCC1
  -2 | 0.2 | -2 | 0.9 | 10 | -2 | -5 | 0.1 | 21
(39) CC1=C/C(=C/N(C)C)C(=O)O1
  2 | 0.1 | 7 | 0.9 | 10 | -3 | -2 | 1.1 | 0
(40) CCOC(=O)c1c(C)oc2c(CC(=O)c3ccccc3)c(Cl)c(O)c(O)c12
  3 | 0.9 | 6 | -0.2 | 47 | 16* | -2 | -0.5 | 13
(41) CCc1ccc(/C=N/n2c(C)cc(C)c(C#N)c2=O)cc1
  2 | 0.5 | 7 | 0.8 | 39 | -6 | 0 | 0.1 | 30
(42) C=CCNc1ncnc2c1cnn2-c1cccc(C)c1
  8 | 0.9 | 7 | -0.3 | 27 | -5 | 0 | 0.9 | 9
(43) C=C(C)c1cccc(C(C)(C)NC(=O)Nc2ccc(C(N)=O)cc2)c1
  -1 | 1.7 | -1 | 0.1 | 4 | -2 | -5 | 0.9 | 15
(44) CC(=O)Nc1cc[n+](CC(=O)c2ccc(Cl)cc2)cc1
  1 | -0.3 | 5 | 0.5 | -18 | -1 | 6 | 0.3 | 6
(45) COc1ccc(S(=O)(=O)N(CCc2ccccc2)CC(=O)O)cc1C
  0 | -1.1 | 4 | 0.4 | 2 | -5 | -2 | -1.0 | 21
(46) Cc1ncoc1C(=O)N1CCCC(C(=O)c2ccc(-c3ccccc3)cc2)C1 (stereo not given)
  7 | -0.5 | 2 | 0.6 | 2 | -9 | -1 | 0.4 | 3
(47) O=C(N/N=C/c1cccn1-c1cccc(C(=O)O)c1)Nc1ccccc1
  -2 | 2.3 | 2 | 0.5 | 37 | -5 | -1 | 1.6 | 10
(48) CCCCCC1CCC(c2ccc(/C(N)=N/O)cc2)CC1 (stereo not given)
  5 | -26 | -1 | 0.3 | 18 | -6 | -2 | 0.8 | 11
(49) COc1ccc2cc(CN(Cc3ccco3)C(c3nnnn3C3CCCCC3)C(C)C)c(=O)[nH]c2c1 (stereo not given)
  0 | -0.5 | 6 | 0.1 | 67 | 3 | 1 | -0.1 | -9
(50) COc1ccc(-c2cc(-c3n[nH]c(=S)n3-c3ccccc3OC)[nH]n2)cc1
  4 | -0.1 | 3 | 0.2 | 18 | -12 | 0 | 1.1 | 0
(51) CCOC(=O)C1CCCCN1Cc1ccc(F)c(Br)c1 (stereo not given)
  -1 | -1.7 | 0 | 0.0 | 106* | -2 | -3 | -0.3 | 8
(52) Oc1ccccc1-c1nc(NCc2cccnc2)c2ccccc2n1
  2 | 3.1 | -4 | 0.4 | 37 | -2 | 3 | 4.0 | -27
(53) O=C(CN1C(=O)CSc2ccc(S(=O)(=O)N3CCOCC3)cc21)NCCCN1CCc2ccccc2C1
  2 | 0.7 | 3 | 1.0 | -5 | -9 | 0 | 0.4 | -17
(54) O=C(Nc1ccc(S(=O)(=O)NCc2ccco2)cc1)c1ccncc1
  0 | -3.5 | 4 | 1.8 | 11 | 2 | -2 | 0.5 | 2
(55) O=C(O)CSc1nnc(SCc2cccc3ccccc23)s1
  3 | 1.7 | 6 | 0.8 | -4 | -1 | 1 | 0.1 | -2
(56) Cc1ccc(O)c(NC(=O)c2noc(C(C)C)c2[N+](=O)[O-])c1
  -2 | -7.4 | 9 | -1.4 | -25 | -5 | -5 | -2.4 | 0
(57) CC(C)=C1SC(N2CCN(c3cccc(C)c3)CC2)=NC1=O
  -2 | -3.2 | 8 | -0.7 | 54 | -7 | 2 | -1.1 | 12
(58) CCc1c(C)sc2nc(C(C)C)nc(SCC(=O)N3CCc4ccccc4C3)c12
  4 | -8.6 | 6 | 0.3 | 52 | -3 | -2 | 0.4 | 1
